ATXN viability: viability counter-screen for ATXN expression inhibitors; 0.49% of 400,000 active; AID 651635; Potency, µM (titrated, usually from 56.7 µM), actives largely listed as cytotoxic; S2 cells (HEK-293 line with an ATXN2-luciferase reporter) viability, CellTiter-Fluor protease fluorescence, 24 h; note: potency is the fitted concentration of half-maximal effect; nearly all actives have a fitted effect of over 40% in size
IL1B secr inh: blocks inflammasome-driven IL-1 beta release; THP-1 LPS/ATP IL-1B secretion, AlphaLISA, 16 h; stronger effect = lower value; activity change, % at 57.5 µM; 4.7% of 360,000 active; AID 743279; in the data active = activity change below about -50%; inconclusive = mostly about -30% to -49%; note: % is set by controls: 0 for no effect and ±100 for the full control effect
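Secreted IL-1B measured by AlphaLISA bead assay after 16 h compound exposure of THP-1 cells; compounds (final up to 57.5 uM) added 1 h before LPS (250 ng/mL) and ATP (1.25 mM) stimulation; lower signal means less secretion.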
HepG2 tox: counter-screen for TGF-b inhibitors: cytotoxicity in HepG2 cells | HepG2 CAGA-GFP viability, ATP luminescence, 18 h | 0.76% of 410,000 active | Potency, µM (titrated, usually from 46.1 µM), inactives show at the top dose activity change, negative = cytotoxicity, most hits filed as cytotoxic; note: potency is the fitted concentration of half-maximal effect; some results filed as inactive show a strong effect at the top dose
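CellTiter-Glo luminescence gave cytotoxicity after 18 hours at 37 degrees C. The cells were HepG2 CAGA-GFP in 1% FBS DMEM, stimulated with 500 pg/mL TGF-beta after compound addition. %Activity was normalised to no-cell wells (complete cell-killing) and DMSO (no toxicity), and curves were fitted and classified.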
MCF10A rerep: inducers of DNA re-replication in MCF 10A breast cells; 2.9% of 350,000 active; AID 624296; MCF 10A DNA re-replication, Hoechst nuclear intensity, 48 h; Potency, µM (highest dose often 46.1 µM), inactives show at the highest dose activity, positive = re-replication, hits mostly activators; note: potency is the fitted concentration of half-maximal effect; % of control where 0% means no effect; nearly all actives have a fitted effect of over 50% in size
KB-3-1 cytotox: KB-3-1 parental cell cytotoxicity | KB-3-1 viability, CellTiter-Glo ATP luminescence, 72 h | Potency, µM (series often up to 46.1 µM), for the others: at the highest dose activity change, negative = cytotoxic, hits mostly cytotoxic | 1.4% of 400,000 active | AID 1347075; note: potency is the fitted concentration of half-maximal effect; % is set by controls: 0 for no effect and ±100 for the full control effect; nearly all actives have a fitted effect of over 60% in size
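Cytotoxicity measured as CellTiter-Glo luminescence after 72 h at 37 C. Compound titrations were pinned onto drug-naive KB-3-1 parental adenocarcinoma cells grown in DMEM with 10% FBS, and normalized data fitted to concentration-response curves.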
ATXN2 expr inh: reduces ATXN2 reporter expression in HEK-293 cells. HEK-293 ATXN2-luciferase reporter, luminescence, 24 h. Potency, µM (titrated, usually from 57 µM), for inactives: at the highest dose activity change, negative = inhibition, hits mostly inhibitors. 0.72% of 360,000 active. AID 1745845; note: potency is the fitted concentration of half-maximal effect; % is set by controls: 0 for no effect and ±100 for the full control effect; nearly all actives have a fitted effect of over 55% in size
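qHTS (up to 57 uM final) was run with 24 h compound exposure of reporter cells at 37 °C. Each well was multiplexed: SteadyGlo luminescence measured ATXN2-luciferase expression after a fluorogenic Gly-Phe-AFC viability readout (25 uM final).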
HT1080-NT tox: kills 2HG-producing HT-1080-NT fibrosarcoma cells. 1.6% of 360,000 active. Potency, µM (titrated, usually from 46.1 µM), without a hit: at the top dose activity, negative = less viability, usual class: cytotoxic. HT-1080-NT fibrosarcoma viability, CellTiter-Glo ATP luminescence, 48 h;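 note: NT is the 2HG producing partner of a matched IDH1 knockdown line; potency is the fitted concentration of half-maximal effect; 0% = DMSO-treated cells and -100% = media-only wells without cells; nearly all actives have a fitted effect of over 55% in size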
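HT-1080-NT fibrosarcoma cells (2HG-overproducing), 750 cells/well in RPMI with 5% FBS, dosed after 2 h and incubated 48 h at 37C. CellTiter-Glo luminescence normalized to DMSO and no-cell wells; concentration-response curves fitted and classed.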
SW480 rerep: induces DNA re-replication in SW480 colon adenocarcinoma cells. SW480 DNA re-replication, Hoechst DNA content imaging, 48 h. Potency, µM (doses to about 46.1 µM), inactives show top-dose re-replication activation, actives largely listed as activators. 1.8% of 340,000 active. AID 624297; note: potency is the fitted concentration of half-maximal effect; % of control where 0% means no effect; nearly all actives have a fitted effect of over 55% in size
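DNA re-replication was detected as more nuclei of elevated Hoechst intensity after 48 hr exposure to compound (23 nL pinned per well of 250 cells).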
HT1080 IDH1KD tx: toxicity to HT-1080 IDH1 knockdown cells (counter line). 2% of 360,000 active. HT-1080 IDH1 knockdown viability, ATP luminescence, 48 h. Potency, µM (top dose mostly 46.1 µM), without a hit: at the highest dose activity, negative = toxicity, actives largely listed as cytotoxic;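 note: potency is the fitted concentration of half-maximal effect; 0% = DMSO wells and -100% = cell-free medium wells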
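Using the IDH1-knockdown HT-1080 line run in the same batch and compound series as the NT line, viability after 48 h at 37 °C was determined by CellTiter-Glo luminescence and expressed as % activity.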
* = called active by the depositor; i = inactive; ? = inconclusive; nt = no result given; & = joins results of further samples; [ ] = dose if it differs, or a comment. Unless noted, calls come from the whole dose curve; as a rule, active = well fitted curve in the direction sought with a large enough effect; inconclusive = small, poorly fitted or top-dose-only effect, or another doubt; inactive = no such curve, though single readings can be large; an effect the other way counts as inactive or inconclusive.

#	smiles	ATXN viability	IL1B secr inh	HepG2 tox	MCF10A rerep	KB-3-1 cytotox	ATXN2 expr inh	HT1080-NT tox	SW480 rerep	HT1080 IDH1KD tx
1	CCOC(=O)C1=CC[C@H]2c3c(c4ccccc4n3C)C(=O)C1N2C	i	13.4	7.8%	5.6%	11.6%	11.1%	-3.5%	-0.9%	-5.3%
2	CCN(C(=O)CCNC(=O)Cn1cnc2ccccc2c1=O)c1cc(OC)ccc1OC	i	nt	-5.0%	nt	4.0%	10.3%	nt	nt	nt
3	O=C(CSc1nc2sc3c(c2c(=O)n1-c1ccccc1)CCCC3)NCc1ccco1	i	-2.7	-17.9%	?	4.8%	-4.6%	-5.3%	?	-1.6%
4	COC(=O)c1ccccc1C(=O)c1ccc2c(c1)NC(=O)CO2	?	26.1	-3.8%	1.5%	3.7%	-21.4%	0.0%	-3.8%	4.7%
5	CSCCC(C(=O)NC1CCCC1)n1c(C2CC2)nc2ccccc21 (configuration not stated)	nt	-21.9	nt	nt	-0.3%	nt	3.2%	nt	9.3%
6	O=C(N[C@@H](Cc1ccc(O)cc1)C(=O)O)c1ccncc1	i	8.6	11.7%	-4.5%	?	3.7%	-2.2%	-14.3%	2.3%
7	COc1ccc(CCNC(=O)Cn2nnc(C(=O)Nc3ccc(Br)cc3)c2N)cc1OC	i	-23.0	-8.3%	11.8%	-8.5%	14.3%	-24.0%	8.6%	-18.0%
8	CCOc1ccc(Nc2oc(-c3ccc(Cl)cc3)nc2C#N)cc1	?	-9.2	-26.2%	20.6µM*	?	22.7%	-28.1%	?	?
9	CCOC(=O)c1cnc(SCC(=O)Nc2ccc(NC(=O)CC)c(OC)c2)nc1N	i	-6.5	0.6%	-179.9%[0.0737 µM]	3.1%	-2.8%	-1.2%	?	5.8%
10	COc1ccc(C2CC(c3ccc(Br)cc3)=NN2C(=S)Nc2ccccc2)cc1 (configuration not stated)	?	?	7.6%	-0.2%	?	26.1%	14.2%	1.9%	12.9%
11	O=C(NCc1cn2ccsc2n1)c1cccs1	i	18.1	1.6%	0.4%	5.0%	-1.8%	11.6%	-1.4%	1.1%
12	Cc1nnc(SCc2cc(=O)oc3ccc4ccccc4c23)n1Cc1ccccc1	i	-19.1	-26.8%	15.9%	6.3%	0.0%	-2.6%	1.7%	9.7%
13	CC(C)CN1CCC(=O)N([C@H](CSc2ccccc2)Cc2ccccc2)CC1	i	-16.9	-30.3%&-63.0%	?	?	-13.2%	-1.0%	?	-9.4%
14	CO[C@H]1CN(C)C(=O)c2ccc(NC(=O)c3ccc4c(c3)OCO4)cc2OC[C@H](C)N(CC2CC2)C[C@@H]1C	nt	33.2	nt	nt	5.1%	nt	5.9%	nt	9.3%
15	COc1ccccc1C(=O)N=C1SC2CS(=O)(=O)CC2N1c1ccccc1 (configuration not stated)	i	-2.7	-9.1%	-6.4%	-8.4%	22.9%	5.0%	0.0%	-10.0%
16	CCc1nc2ccc(C(=O)Nc3cccc(NS(C)(=O)=O)c3)cn2c1N(C)C(=O)Cc1ccccc1	i	-87.4*	3.1%	nt	0.0%	-3.3%	16.9%	nt	0.0%
17	COC(=O)c1ccc(N2CCCCC2)c(N)c1	i	9.9	12.9%	5.8%	-3.3%	34.4%	6.9%	-3.5%	8.3%
18	CN(C)c1ccc(CNC(=O)C2CCN(c3nnc(-n4cccc4)s3)CC2)cc1	i	nt	-16.5%	nt	-2.3%	12.4%	nt	nt	nt
19	Cc1csc2ncc(C(=O)NCCC(c3ccccc3)c3ccccc3)c(=O)n12	i	63.5	-39.2%	?	-10.2%	-1.9%	2.5%	nt	-3.9%
20	Cn1c(=O)c2c(nc(CO)n2C)n(C)c1=O	i	6.6	-11.1%	5.3%	-10.7%	-5.8%	0.9%	-7.7%	-7.4%
21	COc1ccc(CNC(=O)c2ccc(-c3ccc(F)c(F)c3)c3ccoc23)cc1OC	i	-12.1	-53.3%	nt	?	?	-23.5%	nt	-24.9%
22	CCCn1c(N)c(C(=O)CSc2ncn[nH]2)c(=O)n(C)c1=O	?	13.3	2.6%	-1.6%	9.1%	2.9%	13.2%	-4.3%	17.1%
23	Cc1cnc(NC(=O)CSc2nc3ccccc3s2)s1	i	-23.4	-0.6%	3.9%	8.4%	31.1%	10.0%	-2.1%	7.6%
24	CC(=O)c1ccc(S(=O)(=O)Nc2ccc(C(=O)NCCCn3ccnc3)cc2)cc1	i	-20.9	-36.9%	2.2%	-0.9%	nt	10.9%	-3.2%	-2.5%
25	CCCCOC(=O)c1cccnc1	i	55.0	10.8%	3.7%	3.2%	6.1%	0.1%	-10.5%	-0.8%
26	CC(C(=O)N1CCCCC1)n1ncn2cccc2c1=O (configuration not stated)	i	5.8	-0.1%	-0.6%	16.7%	-2.4%	6.9%	-2.9%	15.7%
27	C[C@H](CO)N1C[C@H](C)[C@@H](CN(C)S(=O)(=O)c2cn(C)cn2)Oc2c(NS(=O)(=O)c3ccc(F)cc3)cccc2C1=O	i	24.6	-13.9%	-0.8%	13.0%	4.6%	17.2%	-5.7%	13.3%
28	O=C1CCC/C(=N\NC(=O)COc2ccc(Cl)cc2)C1	i	16.3	-2.9%	-7.0%	-2.0%	4.2%	0.1%	1.8%	16.0%
29	O=C(NNC1=NCCC1)C1CC1	i	5.4	0.9%	-41.3%[inhibitor]	-5.3%	4.4%	10.1%	-27.7%	8.6%
30	CC(C)C1=NN(C(=O)c2cccnc2)C(O)(C(F)(F)F)C1 (configuration not stated)	i	23.1	-17.9%	?	14.7%	-1.1%	5.5%	2.2%	-1.7%
31	COCCNC(=O)c1cc(C)ccc1C	i	9.9	9.8%	-0.9%	2.6%	-24.6%[11.3 µM]	9.1%	-0.2%	29.6%
32	Cn1c(SCC(=O)NC2CCCCCC2)nnc1-c1ccco1	i	-2.2	7.9%	0.7%	0.0%	2.7%	?	?	23.9%
33	CC(=O)O[C@]1(C(C)=O)CC[C@H]2[C@@H]3C=C(Cl)C4=CC(=O)CC[C@]4(C)[C@H]3CC[C@@]21C	i	-16.9	-8.6%	?	-0.6%	?	5.6%	-9.2%&-5.1%&-0.2%	-18.6%
34	O=C(Nc1ccc(NC(=O)c2cccs2)c(Cl)c1)c1cccs1	?	nt	-9.0%	?	3.0%	61.6%[activator]	-14.2%	6.0%	-3.0%
35	COc1ccc(S(=O)(=O)N(CC(=O)N/N=C/c2cccs2)c2cc(C)cc(C)c2)cc1OC	?	-6.7	-7.0%	7.4%	0.4%	-1.7%	-4.7%	4.1%	-17.1%
36	CC(=O)c1ccc(N2C(=NC(=O)CCC3CCCC3)SC3CS(=O)(=O)CC32)cc1 (configuration not stated)	i	8.3	1.6%	6.2%	3.6%	nt	5.6%	0.1%	12.1%

4 entries from above, ordered by molar mass, lowest first.
#	smiles	ATXN viability	IL1B secr inh	HepG2 tox	MCF10A rerep	KB-3-1 cytotox	ATXN2 expr inh	HT1080-NT tox	SW480 rerep	HT1080 IDH1KD tx
25	CCCCOC(=O)c1cccnc1	i	55.0	10.8%	3.7%	3.2%	6.1%	0.1%	-10.5%	-0.8%
26	CC(C(=O)N1CCCCC1)n1ncn2cccc2c1=O (configuration not stated)	i	5.8	-0.1%	-0.6%	16.7%	-2.4%	6.9%	-2.9%	15.7%
28	O=C1CCC/C(=N\NC(=O)COc2ccc(Cl)cc2)C1	i	16.3	-2.9%	-7.0%	-2.0%	4.2%	0.1%	1.8%	16.0%
33	CC(=O)O[C@]1(C(C)=O)CC[C@H]2[C@@H]3C=C(Cl)C4=CC(=O)CC[C@]4(C)[C@H]3CC[C@@]21C	i	-16.9	-8.6%	?	-0.6%	?	5.6%	-9.2%&-5.1%&-0.2%	-18.6%

Next section.
#	smiles	ATXN viability	IL1B secr inh	HepG2 tox	MCF10A rerep	KB-3-1 cytotox	ATXN2 expr inh	HT1080-NT tox	SW480 rerep	HT1080 IDH1KD tx
37	CCOc1ccc(OCC)c(S(=O)(=O)N2CCC(C)CC2)c1	i	-6.9	-24.1%	22.5%	-10.5%	-1.3%	-6.4%[9.24 µM]	-5.7%	9.6%
38	Cc1ccccc1C(=O)N(Cc1nc2ccccc2c(=O)[nH]1)C1CCCC1	i	-2.9	-7.3%	-8.1%	-0.4%	-4.5%	?	12.3%	?
39	COc1ccc(OCCSc2nc3ccccc3n2CC(=O)N2CCOCC2)cc1	?	nt	-0.8%	nt	8.2%	5.9%	nt	nt	nt
40	CCOC(=O)CNC(=O)C1(/C=C/c2ccccc2)CC(=O)N1c1ccc(OC)cc1 (configuration not stated)	i	-16.5	-10.0%	3.8%	1.5%	-11.2%	5.4%	-9.2%	8.8%
41	CCC1CCCCN1CC(=O)Nc1cc(OC)c(OC)cc1C#N (configuration not stated)	i	7.8	3.3%	0.3%	-0.3%	nt	0.5%	-7.1%	-2.2%
42	S=c1nc[nH]c2c1[nH]c1ccccc12	i	5.6	6.1%	5.6%	-0.3%	6.2%	-3.9%	-0.1%	4.8%
43	S=C(Nc1ccc(Cl)cc1)N1CCOCC1	i	-26.4	-22.6%	-6.3%	4.1%	0.1%	-7.1%	-0.4%	1.6%
44	Fc1ccccc1N1CCN(c2ncc3c(n2)CCN(Cc2cc(Br)cs2)C3)CC1	i	nt	-5.0%	nt	3.3%	-26.3%	nt	nt	nt
45	O=C1CCCC(O)=C1Sc1ccccc1C(=O)O	i	-2.7	2.6%	12.5%	2.6%	nt	-1.4%	-2.1%	-2.3%
46	CN(C)S(=O)(=O)c1cccc(C(=O)Nc2cc(Cl)ccc2O)c1	i	-13.0	-20.8%	3.0%	-3.4%	22.2%	-4.4%	-0.3%	-8.4%
47	COc1ccc(NC(=O)CSc2nnc(Cn3c(=O)sc4ccccc43)n2C)c(OC)c1	?	10.3	-16.7%	9.1%	1.3%	4.2%	13.8%	-0.1%	1.6%

Assay outcomes (PubChem BioAssay)
